# APOBEC3A inh: APOBEC3A ssDNA deaminase inhibitors, primary screen, selectivity assay for APOBEC3G inhibitor project, biochemical, FAM/TAMRA oligo cleavage fluorescence; recombinant A3A, FAM/TAMRA ssDNA deamination fluorescence; inhibition, % at 20 µM; 330,000 compounds, 0.41% hits;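 active means at least 40% inhibition at 20 µM here, with at most 30% in a related deaminase screen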;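 further: plate controls were A3A with DMSO for no effect and wells lacking A3A enzyme for full effect; some results filed as inactive read as strong as hits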
# Target sequence (P31941 whole entry, looked up): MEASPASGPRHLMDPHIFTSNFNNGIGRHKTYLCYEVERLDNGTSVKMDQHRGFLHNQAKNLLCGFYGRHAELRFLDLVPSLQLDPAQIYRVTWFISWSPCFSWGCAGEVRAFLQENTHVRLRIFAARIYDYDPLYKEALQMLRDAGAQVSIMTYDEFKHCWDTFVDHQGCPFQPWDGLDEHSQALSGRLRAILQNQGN
# A3G deaminase: APOBEC3G DNA deaminase inhibitors, primary screen, biochemical, fluorescence, single-stranded DNA substrate, uHTS; recombinant A3G, ssDNA deamination FAM/TAMRA fluorescence; inhibition, % at 20 µM; 330,000 compounds, 0.28% hits;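 active means inhibition of at least 40% at 20 µM, with no more than 30% in the related APOBEC3A deaminase screen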;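 further: plate controls were DMSO wells with A3G for no effect and wells lacking A3G enzyme for full effect; some compounds called inactive have numbers as strong as hits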
# hIAP act: human IAP activators, primary screen, biochemical, luminescence, uHTS | Intestinal-type alkaline phosphatase (Homo sapiens), P09923 | purified human IAP, CDP-Star luminescence, 30 min; hits give high values; 1 = vehicle-only enzyme, 0 = enzyme-free background | activation factor at 10 µM | 330,000 compounds, 0.16% hits;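 active means activation factor of the enzyme at least 2-fold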; further: the source names both 10 and 20 µM as test concentration; values of inactives mirror those of a sister screen read the other way
# Target sequence (P09923 whole entry, looked up): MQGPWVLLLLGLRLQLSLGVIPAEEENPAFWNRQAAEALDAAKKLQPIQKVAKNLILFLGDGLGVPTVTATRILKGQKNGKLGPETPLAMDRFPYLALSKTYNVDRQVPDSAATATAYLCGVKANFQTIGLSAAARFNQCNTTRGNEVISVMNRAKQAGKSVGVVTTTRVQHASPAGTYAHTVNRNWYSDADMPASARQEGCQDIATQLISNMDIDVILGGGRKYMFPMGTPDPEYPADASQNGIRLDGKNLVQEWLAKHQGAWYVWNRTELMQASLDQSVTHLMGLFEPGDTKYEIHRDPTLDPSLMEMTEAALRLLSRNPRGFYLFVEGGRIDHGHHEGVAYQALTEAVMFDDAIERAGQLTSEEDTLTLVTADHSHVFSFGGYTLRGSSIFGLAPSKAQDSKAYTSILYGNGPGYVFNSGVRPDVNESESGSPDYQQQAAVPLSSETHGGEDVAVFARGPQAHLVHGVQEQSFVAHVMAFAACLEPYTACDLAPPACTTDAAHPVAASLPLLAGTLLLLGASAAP
# MPTP block: mitochondrial permeability transition pore inhibitors, primary screen, biochemical, isolated mouse mitochondria, absorbance. 360,000 compounds, 1.4% hits. inhibition, % at 10 µM. Ca2+ swelling absorbance, 30 min. AID 602449, 2012;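 active means inhibition of 50% or more, scaled per plate between neutral and stimulator controls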;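 further: 0% = DMSO wells given calcium and 100% = 1 mM EGTA wells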
# MIN6 prolif: inducers of MIN6 beta-cell proliferation, primary screen, ATP luminescence, uHTS. MIN6 cells proliferation, ATPlite luminescence, 48 h; cells starved in 0.2% serum; 100% = growth in 10% serum. proliferation, % at 10 µM. 330,000 compounds, 0.29% hits. AID 2380, 2010;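 active means compounds whose signal lies at least 3.5 SD above the mean of all wells on their plate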;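 further: 0% = DMSO-treated cells in low-serum medium and 100% = 10% serum control; some compounds called inactive have numbers as strong as hits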
# hIAP block: human IAP inhibitors, primary screen, biochemical, luminescence, uHTS. inhibition, % at 10 µM. purified IAP, CDP-Star luminescence, 30 min. AID 2544, 2010. Intestinal-type alkaline phosphatase (Homo sapiens), P09923. 330,000 compounds, 0.12% hits;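 active means inhibition reaching a set limit with compound at 10 µM in the primary screen, cut at about 35% in these data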;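 further: plate controls were DMSO wells with enzyme for no effect and no-enzyme buffer wells for full effect; values of inactives mirror those of a sister screen read the other way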
# GRIN3A LBD mod: binders of NR3A ligand-binding domain, primary screen, biophysical, differential scanning fluorimetry, uHTS. Glutamate receptor ionotropic, NMDA 3A (GRIN3A) ligand-binding domain. 340,000 compounds, 2.5% hits. AID 1259313, 2017. Tm shift relative to glycine control, % at 25 µM. NR3A LBD differential scanning fluorimetry, Tm shift; 0% = protein alone, 100% = glycine-bound protein;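 active means melting temperature shift of at least 10% of the positive control shift, at one fixed dose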
# mIAP act: activators of mouse IAP, primary screen, biochemical, luminescence, uHTS; intestinal alkaline phosphatase [Mus musculus]; muIAP, CDP-Star luminescence, 30 min; hits give high values; 1 = vehicle-only enzyme signal, 0 = enzyme-free wells; activation factor at 10 µM; 330,000 compounds, 0.24% hits;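 active means activation factor of at least 2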; further: the source names both 10 and 20 µM as test concentration; values of inactives mirror those of a sister screen read the other way
#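 Assay system: mouse IAP enzyme; Reagent: CDP-Star chemiluminescent phosphatase substrate; Compound: DMSO-dissolved test compounds; Incubation: 30 min, room temperature; Technique: luminescence from enzymatic CDP-Star hydrolysis; Controls: DMSO-only wells and no-enzyme negative control.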
# mIAP inh: inhibitors of mouse IAP, primary screen, biochemical, luminescence, uHTS; AID 2806, 2010; 330,000 compounds, 0.2% hits; purified mouse IAP, CDP-Star luminescence, 30 min; inhibition, % at 10 µM;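 active means inhibition of at least 40% at 10 µM in the primary screen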;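 further: plate controls were DMSO with enzyme for no effect and no enzyme wells for full effect; values of inactives mirror those of a sister screen read the other way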
# An asterisk follows results filed as active; / = not tested or not shown.
molecule	APOBEC3A inh	A3G deaminase	hIAP act	MPTP block	MIN6 prolif	hIAP block	GRIN3A LBD mod	mIAP act	mIAP inh
CCC(=O)Nc1sccc1C(=O)OC	-1.6	-6.3	0.847	-1.4	-2.0	15.3	9.6	0.904	9.6
N#Cc1c(C(F)(F)F)cc(-c2ccccc2)nc1SCC(=O)N1CCOCC1	2.6	1.2	0.937	1.8	-3.6	6.3	-0.9	0.942	5.8
Brc1ccc(CSc2nnc(-c3cnccn3)n2Cc2ccco2)cc1	-1.7	-7.4	0.925	-1.1	2.2	7.5	0.6	0.884	11.6
CCc1ccc(NC(=O)CN(c2cccc(C)c2)S(C)(=O)=O)cc1	2.7	-3.4	1.16	-0.1	5.5	-15.5	3.8	1.22	-22.2
Cc1noc(NS(=O)(=O)c2ccc(NS(=O)(=O)c3ccc(Cl)cc3)cc2)c1C	-5.0	-6.8	0.992	-1.5	-1.4	0.8	1.1	1	-0.4
CCN(C(=O)CSc1nc(-c2ccccc2)c(-c2ccccc2)[nH]1)C1CCS(=O)(=O)C1 (stereo unspecified)	8.9	-2.4	1.13	-5.6	2.0	-13.4	0.7	0.963	3.7
ONc1cccnc1-n1nc(C(F)(F)F)cc1C(F)(F)F	1.2	-4.8	1.03	/	-1.7	-3.3	/	0.943	5.7
Cc1cccc(C)c1NC(=O)CN(C)CC(=O)Nc1ccc(F)c(Cl)c1	1.0	-7.9	1.23	0.7	2.3	-23.1	-0.8	1.04	-3.6
Cn1cccc1-c1nc2ccccc2n1C	-2.5	-3.2	1.07	-0.7	-0.3	-6.6	-1.5	1.09	-8.6
CC(Oc1ccc(-c2ccccc2)cc1)C(=O)N1CCOCC1 (stereo unspecified)	-5.0	-5.4	1.34	-0.4	-3.4	-33.9	-1.1	1.14	-14.2
CCOC(=O)c1[nH]c(C)c(C(=O)NC(C)CC)c1C (stereo unspecified)	1.3	-2.9	0.978	-2.8	-0.6	2.2	-3.1	0.988	1.2
CN1CCN(C(=O)CC23CC4CC(CC(C4)C2)C3)CC1	-3.9	-8.6	1.06	-0.8	0.4	-5.7	3.6	1.03	-3.5
Cc1cccc(Cn2cnc3c(nnn3Cc3ccc(F)cc3)c2=O)c1	1.5	-1.0	0.918	-1.0	1.1	8.2	0.4	0.971	2.9
COC(=O)c1cc(NC(=O)c2ccc([N+](=O)[O-])cc2)c(=O)oc1C	-3.9	-8.4	1.04	0.2	-2.8	-4.5	-0.2	0.992	0.8
COC(=O)[C@H](C)NC(=O)Nc1ccc(OC)cc1OC	-4.7	-5.8	1.03	0.0	-2.5	-3.0	-0.4	1	-0.5
CCC1(CC)NC(=O)NC1=O	-14.5	-4.6	0.987	-2.3	3.1	1.3	1.2	0.997	0.3
COc1ccc(C2CC(c3ccccc3)=NN2C(=O)COC(=O)c2ccc(Cl)nc2)cc1 (stereo unspecified)	6.5	4.9	0.936	-1.6	-3.5	6.4	0.4	0.902	9.8
CNC(=O)/C(C#N)=C/c1cn(CC(=O)NCc2ccco2)c2ccccc12	7.0	11.2	0.969	1.0	-0.9	3.1	1.5	0.976	2.4
CCOC(=O)c1c(C)[nH]c(C(=O)COC(=O)C(C)Oc2ccc(Cl)cc2Cl)c1C (stereo unspecified)	1.6	2.5	1.03	0.2	0.4	-2.6	8.8	0.99	1.0
COc1cccc(/C=N/NC(=S)Nc2cccc(C(=O)O)c2)c1O	2.4	-9.3	1.5	-0.2	-5.6	-49.6	-0.1	1.01	-0.7
CCc1cc(=O)oc2cc(OC(C)C(=O)NCC3CCC(C(=O)O)CC3)c(Cl)cc12 (stereo unspecified)	-2.2	-3.5	0.942	-3.7	10.5*	5.8	0.7	0.943	5.7
Nc1ccc(/C=C/C(=O)c2ccco2)cc1	5.5	3.3	0.839	0.3	-6.3	16.1	0.3	1.01	-1.2
CC1(c2ccc3ccccc3c2)NC(=O)N(CC(=O)N2CCN(c3ccccc3O)CC2)C1=O (stereo unspecified)	-4.6	-6.6	1	0.6	1.1	0.0	0.2	0.932	6.8
COc1ccc(S(=O)(=O)N2c3ccccc3OCC2c2ccccc2)cc1 (stereo unspecified)	-2.5	-5.5	0.906	1.7	-5.0	9.4	-1.7	0.968	3.2
CCOC(=O)Cn1cnc2c(nnn2Cc2ccc(Cl)cc2)c1=O	2.6	-4.1	1.02	-1.2	-1.4	-2.5	0.3	0.955	4.5
Cc1ccc(C)c(COc2coc(CN3CCN(C(=O)c4ccco4)CC3)cc2=O)c1	-5.2	-10.7	1.13	-0.6	-2.2	-13.1	-1.0	1.04	-3.9
CCCOC(=O)CSC1=C(C#N)C(c2ccccc2OCC)C(C#N)C(=O)N1 (stereo unspecified)	0.0	-1.0	0.965	0.4	-0.2	3.5	-2.9	0.883	11.7
O=S(=O)(c1ccc(NCc2ccc(F)cc2)nc1)N1CCCC1	0.8	-1.0	1.1	-0.2	-2.5	-10.5	1.2	1	-0.3
Cc1nc(C)c(C(=O)N(c2ccccc2F)C(C(=O)NCC2CCCO2)c2ccccc2)s1 (stereo unspecified)	1.0	-2.2	0.845	-3.8	0.0	15.5	-1.2	1.03	-3.4
O=C1CCCc2c1cc(C(=O)NCCCN1CCOCC1)c(=O)n2-c1ccc(Cl)cc1	4.2	5.3	1.06	-2.1	-1.4	-6.0	-2.2	1.15	-14.7
CCN(CC)CCNC(=O)c1ccc(Cl)c(S(=O)(=O)Nc2ccccc2OC)c1	-0.6	-5.8	1.06	0.5	-1.6	-5.8	-2.2	0.98	2.0
Cc1cnc(NC(=O)c2ccc3c(c2)OCCO3)s1	-1.7	-5.1	1.01	-0.1	-6.5	-0.7	-0.2	1.06	-6.5
CCOC(=O)C1CCCN(c2c(NCCc3ccccc3)c(=O)c2=O)C1 (stereo unspecified)	0.3	0.8	1.12	1.6	-0.7	-12.1	-0.2	0.883	11.7
Cn1c(=O)c2c(ncn2CC(O)CNc2ccc(F)cc2)n(C)c1=O (stereo unspecified)	-1.6	-0.6	1.09	3.0	-0.6	-9.4	-0.9	0.985	1.5
O=C(CSc1ncc(-c2ccccc2)nn1)NCc1ccco1	-6.6	-14.5	1.03	-0.6	-2.4	-3.4	1.5	0.946	5.4
Cc1cccc2sc(NNC(=O)C3COc4ccccc4O3)nc12 (stereo unspecified)	0.6	0.0	1.59	-0.6	-4.0	-59.0	-6.5	0.948	5.2
CCOC(=O)C(Cc1c[nH]c2ccccc12)NC(=O)c1ccccc1Br (stereo unspecified)	-5.3	-7.7	1.13	-0.7	-1.4	-12.6	-1.8	0.955	4.5
C/C(=C\c1ccccc1F)C(=O)c1c(C)cc(C)[nH]c1=O	0.7	3.0	0.972	1.7	0.4	2.8	-3.5	1.05	-5.5
NC(=S)NCc1cccnc1	-5.4	-9.2	0.957	2.5	1.8	4.3	0.9	0.895	10.5
Cn1c(SCC(=O)Nc2ccccc2C(F)(F)F)nc2c(c1=O)SCC2	-1.8	-12.0	0.926	0.7	-0.3	7.4	2.2	0.916	8.4
COc1ccc(CNC(=O)C(=O)NCC2OCCN2S(=O)(=O)c2cccs2)cc1 (stereo unspecified)	-2.0	3.4	1.12	0.8	-0.7	-11.8	-1.0	0.966	3.4
CN(Cc1ccccc1)C(=O)COC(=O)c1cc(NS(=O)(=O)c2cccs2)ccc1O	8.4	6.7	1.12	0.8	-2.6	-12.5	-9.0	0.934	6.6
Cc1c(Cl)cccc1NC(=O)CNc1cccc(S(=O)(=O)N(C)C)c1	8.9	-3.1	0.959	1.9	-1.9	4.1	-4.6	1.08	-7.8
COC(=O)CNC(=O)CN1c2cccc3cccc(c23)S1(=O)=O	2.0	2.3	1.02	-2.9	0.0	-2.2	-0.3	0.758	24.2
COc1cc(/C=C(\C#N)C(=O)Nc2ccccc2F)ccc1OCCN1CCOCC1	-2.5	-7.6	0.896	0.7	-2.6	10.4	-2.4	0.974	2.6
CCCN1Cc2cc(OC)ccc2-c2ccccc2S1(=O)=O	2.1	0.7	/	1.1	/	/	-2.4	1.11	-15.1
COCC(=O)N/N=C\c1cccc(OC)c1OC/C=C/c1ccccc1	-1.5	-10.2	1.14	1.9	-6.5	-13.5	0.7	0.967	3.3
O=C(C[n+]1cccc(Br)c1)c1ccccc1	-3.1	-5.2	0.925	0.8	-3.4	7.5	-0.7	0.925	7.5
COc1ccc(CNC(=O)c2cccnc2Sc2ccc(Cl)cc2)cc1	2.0	-2.3	0.94	-1.6	0.5	6.0	-1.9	0.947	5.3
Cc1cc(SCCC(=O)O)nc2ccccc12	-1.3	-6.0	1.01	-6.3	-2.6	-0.9	-0.1	0.952	4.8
NC(=O)CC(NC(=O)Cc1ccc(Br)cc1)c1ccc(NCCOc2ccccc2)c([N+](=O)[O-])c1 (stereo unspecified)	-0.1	-3.2	0.799	0.0	-3.1	20.1	-0.8	0.83	17.0
C/C(=N\NC(=O)c1ccc(-n2cnnn2)cc1)c1ccc(C)cc1	-1.3	-4.2	0.925	-2.3	2.9	7.5	2.4	0.966	3.4
O=C(Nc1ccc(CN2CCOCC2)cc1)c1cc2ccccn2n1	-0.4	-0.3	0.89	0.3	-4.4	11.0	-2.7	0.966	3.4
CCOc1ccc(Cl)cc1S(=O)(=O)n1nnc2ccccc21	3.0	1.4	1.01	-3.7	-1.3	-1.3	-2.1	0.924	7.6
COc1cccc(NC(=O)Cc2ccc3ccccc3c2)c1	-4.3	-1.2	0.889	1.5	2.7	11.1	-3.0	1.51	-51.2
COC(=O)c1ccc(COc2ccccc2/C=N/NC(N)=O)o1	-0.1	-5.8	0.916	0.5	-0.4	8.4	0.5	0.937	6.3
Cc1nnc(SCC(=O)Nc2ccc(N3CCOCC3)cc2)o1	23.9	2.1	0.824	-0.6	-0.8	17.6	0.8	0.884	11.6
Cc1ccc(Oc2cc(N3CCOCC3)nc(-c3ccccc3)n2)cc1	-4.8	-6.9	0.809	0.3	-4.0	19.1	-0.2	1.02	-1.9
CC1(C)CC(=O)c2cc(C(=O)NNc3ccccc3)c(=O)n(-c3ccccc3)c2C1	-3.2	-8.2	0.751	0.8	-1.0	24.9	-1.0	0.987	1.3
O=C(CN1CCCCC1)NCC1(c2ccccc2)CCCC1	-0.6	0.9	1.04	0.5	1.4	-4.0	0.2	0.934	6.6
